Bioassay records (PubChem)
proCasp7 act: counter-screen: procaspase-7 (human) activation; P55210; recombinant procaspase-7, Ac-DEVD-pNA absorbance 405 nm; D23A/D198A/D206A triple mutant, cannot self-cleave; scale: DMSO 0, 5 µM enzyme 100; activation, % at 8.5 µM; hit rate 0.093% among 330,000; AID 463210;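 active = percent activation above the screen-wide mean plus 3 SD, cut at about 25% in these data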
Target sequence (P55210 whole entry D23A/D198A/D206A): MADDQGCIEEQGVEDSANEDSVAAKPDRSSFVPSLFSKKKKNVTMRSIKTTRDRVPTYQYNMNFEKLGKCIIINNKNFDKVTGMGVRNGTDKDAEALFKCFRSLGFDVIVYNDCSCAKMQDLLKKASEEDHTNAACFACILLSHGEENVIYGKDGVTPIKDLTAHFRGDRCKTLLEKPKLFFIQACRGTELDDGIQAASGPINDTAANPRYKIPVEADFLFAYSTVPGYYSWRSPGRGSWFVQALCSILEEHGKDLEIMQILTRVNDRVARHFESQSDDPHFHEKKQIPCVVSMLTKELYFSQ
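Material: Procaspase-7 triple mutant (PC-7 D3A) | Quantity: 2 µM procaspase-7 mutant as dispensed | Reagent: DEVD-pNA substrate | Times: 1 h preincubation, 2 h reaction | Technique: 405 nm absorbance of p-nitroaniline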
HCV core dimer: HCV core protein dimerization inhibition. TR-FRET GST/Flag-core106 dimerization, 1536-well. inhibition, % at 5 µM. hit rate 0.33% among 300,000. AID 1899;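 active = inhibition above the mean of all tested compounds plus 3 SD, set per screening campaign, cut at about 45% in these data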
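assay system = GST-tagged and Flag-tagged HCV core protein residues 1-106 | controls = unlabelled core106 and no-GST-core106 wells | incubation = compound-protein-antibody incubation 4 h at 22.5 °C | probe or stimulus = Eu donor and XL665 acceptor anti-tag antibodies | read-out = % inhibition based on acceptor/donor emission ratio | signal = TR-FRET 671 and 617 nm emission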
PP5 primary: inhibitors of human protein phosphatase 5 (PP5) | inhibition, % at 6.7 µM | AID 1987 | hit rate 0.18% among 320,000 | P53041 | purified PP5c, OMFP substrate fluorescence;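 active = inhibition above the campaign's mean inhibition across all tested compounds plus 3 SD, cut at about 9.5% in these data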;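 also: 0% = DMSO only and 100% = 100 µM cantharidin control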
PP1 inh: counter-screen for PP5 inhibitors: inhibitors of human PP1-alpha | purified PP1alpha, OMFP fluorescence | inhibition, % at 6.7 µM | hit rate 0.9% among 320,000;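 active = inhibition above the mean inhibition of all tested compounds plus 3 SD, computed separately for each screening campaign, cut at about 15% in these data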
Target sequence (P62136 whole entry, looked up): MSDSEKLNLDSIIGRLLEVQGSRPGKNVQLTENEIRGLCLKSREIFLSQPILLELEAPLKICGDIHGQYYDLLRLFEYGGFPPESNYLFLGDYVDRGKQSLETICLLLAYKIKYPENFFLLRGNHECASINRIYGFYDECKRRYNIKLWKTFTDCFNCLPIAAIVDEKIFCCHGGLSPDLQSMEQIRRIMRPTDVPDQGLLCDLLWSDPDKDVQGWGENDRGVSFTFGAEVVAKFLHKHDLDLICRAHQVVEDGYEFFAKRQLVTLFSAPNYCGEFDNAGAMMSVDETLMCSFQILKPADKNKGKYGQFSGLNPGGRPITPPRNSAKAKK
TPT1 inh: inhibitors of Candida albicans tRNA 2'-phosphotransferase TPT1. recombinant caTPT1, FP RNA substrate dephosphorylation. inhibition, % at 5 µM. hit rate 0.81% among 300,000. AID 1962;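 active = inhibition above the mean of all tested compounds plus 3 SD, set per screening campaign, cut at about 24% in these data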;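 also: plate controls were DMSO alone for no effect and ferristatin control at 100 nM for full effect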
AHR activator: activators of human aryl hydrocarbon receptor | P35869 | AHR-responsive luciferase reporter cells, luminescence | activation, % at 5 µM | hit rate 2.5% among 320,000 | AID 2796; in the data active = activation above about 47%;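 also: 0% = vehicle wells and 100% = reference agonist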
CTSL1 counter: counter-screen for PFM18AAP inhibitors: inhibitors of F. hepatica cathepsin L1; hit rate 0.49% among 300,000; AID 1906; recombinant F. hepatica cathepsin L1, Z-Leu-Arg-MCA fluorescence; inhibition, % at 5.96 µM;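 active = inhibition above the mean of all tested compounds plus 3 SD, set per screening campaign, cut at about 17% in these data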;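 also: 0% = plate median of test compound wells and 100% = 1 µM Z-Phe-Ala-diazomethylketone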
PAFAH2 FP inh: PAFAH2 (human) inhibition. Q99487. recombinant PAFAH2, FP-rhodamine activity probe, fluorescence polarization. inhibition, % at 3.39 µM. hit rate 0.99% among 340,000. AID 492956;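 active = inhibition above the mean over all tested compounds plus 3 SD, cut at about 30% in these data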;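 also: inhibitors block probe labeling of enzyme so polarization drops; 0% = enzyme with DMSO and 100% = wells lacking PAFAH2 protein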
proCasp3 act: procaspase-3 (human) activation | recombinant procaspase-3 D3A, Ac-DEVD-pNA absorbance 405 nm | activation, % at 8.5 µM | hit rate 0.11% among 330,000;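 active = activation above the mean of all tested compounds plus 3 SD, cut at about 21% in these data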;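 also: 0% = DMSO alone and 100% = DMSO wells spiked with extra 5 µM PC-3 D3A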
Target sequence (P42574 whole entry D9A/D28A/D175A): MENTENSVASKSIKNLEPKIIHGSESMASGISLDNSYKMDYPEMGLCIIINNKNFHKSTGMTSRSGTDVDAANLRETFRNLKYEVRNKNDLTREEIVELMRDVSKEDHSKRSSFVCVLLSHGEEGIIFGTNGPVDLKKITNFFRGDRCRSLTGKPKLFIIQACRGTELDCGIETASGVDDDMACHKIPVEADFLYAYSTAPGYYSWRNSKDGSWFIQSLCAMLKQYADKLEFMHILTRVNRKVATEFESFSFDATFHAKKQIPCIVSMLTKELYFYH
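Compound: 8.5 µM single point, 0.8% DMSO / Material: Autoprocessing-dead procaspase-3 D3A mutant enzyme / Timing: 1 h preincubation plus 2 h reaction at 25 °C / Medium: Zinc-free HEPES/NaCl buffer with 0.01% Triton X-100 at pH 7.4 / Technique: 405 nm absorbance of p-nitroaniline, reads at 0 and 120 min / Repeats: one well per compound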
An asterisk follows results filed as active; . = not tested or not shown. This is a random part of the collection, and some 5.6% of all compounds hit somewhere here.

SMILES	proCasp7 act	HCV core dimer	PP5 primary	PP1 inh	TPT1 inh	AHR activator	CTSL1 counter	PAFAH2 FP inh	proCasp3 act
CCOc1ccc(NC(=O)CN(C)C(=O)c2ccccc2SCc2c(C)noc2C)cc1OCC	10	-1	-0.3	-4	-5	10	-2	-1	0
Cn1cc(CN(CCO)Cc2cccs2)c(-c2ccccc2F)n1	15	5	-1.6	-5	-3	0	1	-11	9
O=C(c1cc2n(n1)C(C(F)(F)F)CC(c1ccc(Cl)cc1)N2)N1CCCC1 (stereo not given)	9	-3	-0.2	-3	0	2	5	6	-3
O=C(NN=C1CCCCCC1)c1c[nH]c2ccccc12	-5	3	2.8	-5	-3	91*	-1	0	7
CCC(=Cc1ccc(CC)cn1)CC	1	-14	-1.4	-2	-2	7	1	-1	3
N#Cc1sc(NCc2cccc(Cl)c2)nc1Cl	14	8	2.1	7	1	6	3	-3	2
O=C(NCc1c(Cl)cccc1Cl)c1ccc2nnsc2c1	10	8	-0.1	0	-2	5	-4	-2	-8
COc1ccccc1-n1c(SCC(=O)OC(C)C)nc2cccnc21	-1	-3	-0.3	-1	-4	-1	-1	-5	5
Cc1cc(C)c(S(=O)(=O)c2ccccc2)c(OC(=O)c2c(F)cccc2Cl)n1	-3	2	1.9	-3	-1	0	-1	-1	15
COc1ccc([C@H]2C=C(C(=O)O)O[C@@H](OCc3ccc(CO)cc3)C2)cc1	2	3	0.6	2	-1	1	-4	4	2
CCCN1CN(Cc2ccccc2)CC2=C1CC(C)(C)CC2=O	-1	-3	-2.7	0	-3	1	-1	-2	-2
COc1ccccc1NC(=O)NCCN1CCCCC1	5	1	-0.6	-1	0	1	1	-4	7

An excerpt from above in order of number of heavy atoms, largest number first:
SMILES	proCasp7 act	HCV core dimer	PP5 primary	PP1 inh	TPT1 inh	AHR activator	CTSL1 counter	PAFAH2 FP inh	proCasp3 act
COc1ccc([C@H]2C=C(C(=O)O)O[C@@H](OCc3ccc(CO)cc3)C2)cc1	2	3	0.6	2	-1	1	-4	4	2
COc1ccccc1-n1c(SCC(=O)OC(C)C)nc2cccnc21	-1	-3	-0.3	-1	-4	-1	-1	-5	5
CCC(=Cc1ccc(CC)cn1)CC	1	-14	-1.4	-2	-2	7	1	-1	3

More entries follow.
SMILES	proCasp7 act	HCV core dimer	PP5 primary	PP1 inh	TPT1 inh	AHR activator	CTSL1 counter	PAFAH2 FP inh	proCasp3 act
CCN(CC)Cc1ccccc1CNC(=O)c1cccc(S(=O)(=O)Nc2ccc3c(c2)OCO3)c1	-1	.	1.8	4	.	11	.	-6	7
O=C(O)C1=C(C(=O)N2CCN(C(=O)c3ccco3)CC2)CCCC1	0	1	0.6	4	-3	-2	2	-1	2
COc1ccc(C(=O)c2cc([N+](=O)[O-])ccc2N2CCCC2)cc1	11	1	1.7	5	3	-4	4	9	-13
Cc1cccc(N(C(=O)c2ccco2)C(C(=O)NC2CCCC2)c2cccnc2)c1C (stereo not given)	-2	-4	-4.9	-4	-5	4	-7	-7	-4
CCOC(=O)c1sc(Nc2nc3cc4c(cc3s2)OCO4)cc1C	-12	32	4.2	4	1	45	2	9	-4
Cc1noc(C)c1COc1ccc(C(=O)N2CCCC(C(F)(F)F)C2)cc1 (stereo not given)	2	0	-2.8	-2	1	-2	2	1	8
Cc1cc(C)cc(NC(=O)Cn2c(=O)oc3cc(S(=O)(=O)N4CCC(C)CC4)ccc32)c1	-1	19	0.9	7	2	0	-2	-11	10
COc1c[nH]n(C2CCCCC2)c(=O)c1=O	1	-4	3.9	-1	1	0	2	-1	0
CC(C)n1cc(CNC(=O)C2CCC(=O)N(Cc3ccccc3F)C2)cn1 (stereo not given)	5	0	2.6	2	-2	0	4	-4	3
O=C(OCC(=O)N1CCN(c2ccccc2)CC1)c1ccc[n+]([O-])c1	7	3	-1.6	14	-1	1	0	5	2
CC1=C(C(=O)Nc2ccccc2)C(c2ccncc2)C(C#N)=C(SCC(=O)NC(C)C)N1 (stereo not given)	5	1	0.6	-3	0	0	2	-4	-6
CCCCNC(=O)C(C#N)c1nc2ccccc2nc1N1CCN(c2ccccc2F)CC1 (stereo not given)	10	-2	-0.7	1	0	10	-1	-5	-5
O=C(CCc1nnc(CCCCc2ccccc2)o1)NCCN1CCOC1=O	1	-4	-1.1	-2	-5	3	-4	8	10
Cn1c(=O)c(C=Nc2ccccc2)c(O)c2ccccc21	1	4	-3.7	0	4	15	0	.	1
Clc1ccc2nc(N3CCCCC3)sc2c1	2	0	-1.9	-2	-1	2	-4	-9	3
O=C(NCc1nnnn1-c1ccc(F)c(F)c1)c1ccc2ccccc2c1	1	-2	-0.5	1	0	7	8	-3	-2
COc1ccccc1NC(=O)CSc1nnnn1-c1ccc(F)cc1	1	-3	-0.2	-1	-3	3	-1	-5	3
NNC(=O)COc1ccc(C(F)(F)F)cc1	-9	-4	4.4	-7	5	5	1	2	4
O=C(NC1CC(=O)N(c2ccc3c(c2)OCCO3)C1)N1CCCCC1 (stereo not given)	10	-12	4.6	-9	-1	1	-4	3	9
CCCC(=O)Nc1ccc(C)c(O)c1	7	-2	1.4	-3	-4	2	-3	-8	1
O=C(Nc1ccc(Br)cn1)c1ccc([N+](=O)[O-])o1	12	-8	3.2	-4	2	4	5	3	6
COC(=O)c1[nH]c2ccc(F)cc2c1NS(=O)(=O)c1ccc(F)c(C)c1	1	-16	6.0	-2	-4	27	5	2	-1
O=c1[nH]c(C2CCN(S(=O)(=O)c3ccc4c(c3)OCCO4)CC2)nc2c1nnn2Cc1ccc(F)cc1	-5	22	2.6	15	-4	-1	4	-4	1
CN(C)CCNC(=O)C(=O)c1c(-c2ccccc2)cc2ccccn12	-2	2	0.2	-1	-1	-1	1	0	0
CCCc1ccc(OCCNC(=O)C2CCCCC2)cc1	-14	4	-0.8	1	0	2	-1	7	5
CC1=CC(=O)CC2C1(C)CCC(C)C2(C)CCC(C)CC(=O)O (stereo not given)	7	4	-1.7	-4	0	0	0	1	-4
O=C(Nc1nc2ccc3ccccc3c2s1)c1ccc(N2CCCCC2)c([N+](=O)[O-])c1	5	26	-2.0	2	-2	0	0	-11	8
CCN1CCN(C(=O)c2cc3cc4cc(OC)ccc4nc3s2)CC1	8	11	0.6	-5	-1	11	9	3	-7
O=C(NCc1ccco1)c1cnc2ccccn2c1=O	11	0	1.2	-1	-2	2	-1	2	-4
CCN(CC)S(=O)(=O)c1ccc(C(C)NC(=O)Cc2c[nH]c3ccccc23)cc1 (stereo not given)	1	5	-0.6	-2	-1	5	-2	-3	14
CCOC(=O)CNC(=O)c1ccc(OCC(F)(F)F)cc1	4	-9	2.5	1	0	-2	-1	6	-4
CC(C)CCN(C(=O)Nc1ccccc1)C(C)c1cccs1 (stereo not given)	-2	-1	3.5	3	-3	-1	0	-2	-4
CC12CCC(=O)N1C(C(=O)Nc1nnc(SCc3ccccc3)s1)CS2 (stereo not given)	6	4	0.6	-2	2	1	12	4	10
CSc1nc2ccc(NC(=O)c3ccc(=O)n(C)n3)cc2s1	-2	-8	-1.9	-6	3	12	-2	-8	7
Cc1ccc(-c2nc(-c3ccccn3)sc2CC(=O)O)cc1	-3	-3	2.9	-4	1	2	0	-8	-3
O=C(Nc1ccccc1Cl)C1(c2ccccc2)CC1(Cl)Cl (stereo not given)	0	0	-1.4	-1	-2	-2	1	-5	2
Cc1nc([N+](=O)[O-])c(Br)n1CC(=O)c1ccccc1	-7	10	0.1	-2	1	-3	1	2	5
CCOc1cc(/C=C2\C(=O)N(c3cccc(C(=O)O)c3)N=C2C(F)(F)F)ccc1OCC(=O)Nc1ccccc1OC	3	31	-0.5	17*	0	7	3	.	-1
Cc1cnc(NC(=O)CSc2ncn(-c3ccccc3)n2)s1	3	0	-2.2	1	-1	9	1	1	3
COC(=O)c1cn(C(=O)c2ccc(OC)cc2)c2ccccc12	0	-12	5.8	-2	1	1	3	26	4
CCc1cc2c(=O)c(-c3nc4ccccc4n3C)coc2c(CN2CCCC(C)C2)c1O (stereo not given)	-2	-11	4.2	-6	-1	2	1	-7	-1
OCC[C@@H]1C[C@@H](O)[C@H](O)[C@]2(CCCc3ccccc3O2)O1	8	11	0.4	-9	-2	0	-1	4	-7
COc1ccc(C(=O)NCCc2nnc3ccc(SCC(=O)N4CCCCC4)nn23)cc1	-1	-1	2.6	-4	-4	2	-3	-6	1
CN1CCN(S(=O)(=O)c2ccc(NC(=O)C(C)(C)C)cc2)CC1	-1	-7	-0.7	-4	2	-2	0	5	-5
N#Cc1cccc(NCC(=O)Nc2ccc3c(c2)OCCO3)c1	3	0	0.6	-1	1	8	-4	8	0
Cc1ccc(CCCNC(=O)C2CCC(=O)N(Cc3cccc(F)c3)C2)cc1 (stereo not given)	8	-7	0.3	6	-2	-2	-1	4	7
COC(=O)C1=C(N)Oc2cc(C)n(Cc3cccnc3)c(=O)c2C1c1cc(OC)ccc1OC (stereo not given)	12	-3	1.8	1	2	3	-4	3	1
O=C1c2ccccc2CN1C(CO)Cc1ccccc1 (stereo not given)	-3	1	2.6	-3	0	4	2	-2	-9

Some entries already given, showing only PP1 inh.
molecule,PP1 inh
Cc1nc([N+](=O)[O-])c(Br)n1CC(=O)c1ccccc1,-2
CCOc1cc(/C=C2\C(=O)N(c3cccc(C(=O)O)c3)N=C2C(F)(F)F)ccc1OCC(=O)Nc1ccccc1OC,17*
Cc1cnc(NC(=O)CSc2ncn(-c3ccccc3)n2)s1,1

(more compounds)
SMILES	proCasp7 act	HCV core dimer	PP5 primary	PP1 inh	TPT1 inh	AHR activator	CTSL1 counter	PAFAH2 FP inh	proCasp3 act
Cc1ccc2cc(CN(CC3CCCO3)S(=O)(=O)c3cccc4nsnc34)c(=O)[nH]c2c1 (stereo not given)	13	0	-2.0	0	0	2	0	-11	-7
COc1ccc(OC)c(COC(=O)c2cc([N+](=O)[O-])ccc2N2CCOCC2)c1	-18	.	-0.6	-2	.	2	.	-9	-1
CCOc1ccc(N=Cc2c(O)c3ccccc3oc2=O)cc1	-15	-6	-5.3	-6	-3	7	7	2	-6
Cc1ccc(-c2nnn(CC(=O)N(CC3CCCO3)C(C(=O)NCC3CCCO3)c3ccc(F)cc3)n2)o1 (stereo not given)	5	-7	-1.1	-5	1	-2	1	2	2
COc1ccc(C2CCCN2C(=O)Nc2ccc(Cl)cc2)cc1OC (stereo not given)	-7	-7	3.0	3	3	-6	-1	-8	-4
C/C(N)=C(/C#N)C(=O)COC(=O)CC1CCCC1	14	-6	2.2	2	-6	5	3	5	3
Cc1ccc(S(=O)(=O)c2cc3c(=O)n4cccc(C)c4nc3n(C3CCCCC3)c2=N)cc1	-6	-4	0.8	0	-2	1	-9	5	-7
OC1CCN(CC(O)C(F)(F)F)CC1 (stereo not given)	6	0	-4.4	-11	0	1	-3	-2	6
